Bioassay records as filed in PubChem.
ROMK primary – human ROMK K+ channel modulation, primary screen; 2% of 130,000 active; Tet-inducible ROMK, thallium flux fluorescence; actives lie on both sides; B-score at 10 µM; P48048;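 active = signal ratio slope over the read window, or its plate-corrected B-score, at least 3 SD from the plate mean, either direction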;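 note: B-score of the F/F0 ratio slope over 7 to 12 s after thallium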
Target sequence (P48048 whole entry, looked up): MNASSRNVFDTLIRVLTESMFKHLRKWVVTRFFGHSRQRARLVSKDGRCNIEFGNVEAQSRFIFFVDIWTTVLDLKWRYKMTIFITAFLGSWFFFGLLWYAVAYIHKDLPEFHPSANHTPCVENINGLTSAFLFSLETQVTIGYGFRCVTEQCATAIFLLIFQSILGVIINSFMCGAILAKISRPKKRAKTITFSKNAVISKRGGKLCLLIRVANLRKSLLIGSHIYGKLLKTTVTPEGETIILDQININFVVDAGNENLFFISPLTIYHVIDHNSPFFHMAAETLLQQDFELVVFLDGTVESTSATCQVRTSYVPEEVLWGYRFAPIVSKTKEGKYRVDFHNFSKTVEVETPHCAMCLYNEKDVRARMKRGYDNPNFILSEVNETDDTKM
STAT1 inh – inhibitors of IFN-gamma induced STAT1 signaling. AID 920. inhibition, % at 5.5 µM. NIH 3T3 STAT1-luciferase reporter, luminescence. 0.35% of 200,000 active;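 active = inhibition above a set limit, the mean inhibition across all tested compounds plus 3 SD, cut at about 34% in these data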;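 note: 0% = IFN-gamma with DMSO and 100% = IFN-gamma with 300 µM nifuroxazide; values of inactives mirror those of a sister screen read the other way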
APP transl inh – APP translation inhibition; SH-SY5Y APP 5'UTR-luciferase reporter, luminescence; inhibition, % at 2 µM; 0.82% of 190,000 active;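 active = inhibition above a set limit, derived from the sample mean plus 3 SD, cut at about 45% in these data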; note: values of inactives mirror those of a sister screen read the other way
STAT3 activator – increases IL-6 driven STAT3 reporter signal; 0.91% of 190,000 active; U3A cells, IL-6 STAT3-luciferase reporter, luminescence; 100% = signal with IL-6 EC80 alone; activation (% of control), % at 5.6 µM;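 active = activation above the screen-wide mean of compound activation plus 3 SD, cut at about 130% in these data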;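 note: 0% = background luminescence of wells with medium and substrate only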
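Material: STAT3-luciferase reporter U3A cells; Probe or stimulus: IL-6 (33 ng/mL); Incubation: compound pre-incubation 1 h before IL-6, then 6 h stimulation at 37 °C; Technique: luminescence from STAT3-driven luciferase reporter; Evaluation: % activation versus median of IL-6-stimulated wells; Controls: IL-6-only high control.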
STAT1 activator – increases IFN-gamma driven STAT1 reporter signal; NIH 3T3 STAT1-luciferase reporter, luminescence; 100% = IFN-gamma alone, no compound; 2.6% of 200,000 active; AID 932; activation (% of control), % at 5.5 µM;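 active = activation above the screen-wide mean activation plus 3 SD, cut at about 130% in these data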;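 note: raw ratio to IFN-gamma control signal so 100% means no change and 0% no light; values of inactives mirror those of a sister screen read the other way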
STAT3 blocker – reduces IL-6 driven STAT3 reporter signal | U3A cells, IL-6 STAT3-luciferase reporter, luminescence; host cell line lacks STAT1 | 0.89% of 190,000 active | inhibition, % at 5.5 µM;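 active = inhibition above the mean inhibition across all screened compounds plus 3 SD, cut at about 44% in these data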;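 note: 0% = DMSO only wells and 100% = 100 µM nifuroxazide control wells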
FLuc inh counter – counter-screen for luciferase assay inhibitors: firefly luciferase inhibition; P08659; ATPLite firefly luciferase biochemical luminescence, 10 min; inhibition, % at 10 µM; 1.5% of 200,000 active; AID 1006;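 active = inhibition above about 50% when tested at 10 µM, limit read from the data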
Target sequence (P08659 whole entry, looked up): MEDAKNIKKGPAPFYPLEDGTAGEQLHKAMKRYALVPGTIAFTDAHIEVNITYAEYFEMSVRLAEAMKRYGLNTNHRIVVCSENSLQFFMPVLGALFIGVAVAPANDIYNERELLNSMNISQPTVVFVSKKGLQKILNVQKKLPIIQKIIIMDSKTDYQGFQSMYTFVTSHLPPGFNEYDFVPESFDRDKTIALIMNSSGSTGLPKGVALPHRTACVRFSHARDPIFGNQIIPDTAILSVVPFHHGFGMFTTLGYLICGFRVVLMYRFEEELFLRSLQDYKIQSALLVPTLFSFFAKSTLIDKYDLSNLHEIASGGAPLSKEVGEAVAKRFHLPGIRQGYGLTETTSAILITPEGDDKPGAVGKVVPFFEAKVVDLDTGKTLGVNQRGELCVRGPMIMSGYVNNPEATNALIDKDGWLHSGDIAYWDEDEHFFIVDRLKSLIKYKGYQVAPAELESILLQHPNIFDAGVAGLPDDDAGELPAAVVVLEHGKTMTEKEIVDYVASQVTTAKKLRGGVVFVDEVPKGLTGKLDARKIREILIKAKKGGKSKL
FLuc stim CS – affects firefly luciferase, flagging false hits in luciferase stimulation screens; activation factor at 10 µM; AID 1027; ATPlite luciferase biochemical, luminescence, 10 min; 0 = ATP-free wells, 1 = DMSO control; 200,000 tested, under 10 active;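 active = luciferase activation factor, scaled between plate controls, of at least 2 with compound at 10 µM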
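Assay system: Luciferase/luciferin detection reagent, cell-free biochemical luciferase assay / Read-out: luciferase activation / Benchmarks: No-ATP low control, compound-free enzyme-plus-ATP high control / Medium: PBS buffer for ATP / Detection: luminescence measurement of luciferase light output / Schedule: 10 min at ambient temperature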
APP 5'UTR act – activates APP 5'UTR luciferase reporter; activation, % at 2 µM; 1% of 190,000 active; AID 1276; SH-SY5Y APP 5'UTR luciferase reporter, luminescence; zero percent = DMSO vehicle wells;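 active = activation above a set limit, based on mean plus 3 SD of controls, cut at about 140% in these data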; note: values of inactives mirror those of a sister screen read the other way
NF-kB expr up – raises NF-kB expression in human neuronal cells; 1.6% of 190,000 active; fold change at 12.5 µM; AID 1239; NF-kB reporter expression; active compounds read high; in the data active = fold change above about 3.3
The depositor's hits bear a star; x = no result given.

Under each structure – ROMK primary	STAT1 inh	APP transl inh	STAT3 activator	STAT1 activator	STAT3 blocker	FLuc inh counter	FLuc stim CS	APP 5'UTR act	NF-kB expr up
> O=C(CNC(=O)c1ccccc1Br)N/N=C/c1ccc(O)cc1
 : -0.91	-3	-3	105	102	1	6	0.9	3	1.1
> CN=C1SC(C(=O)Nc2ccccc2Cl)CC(=O)N1c1ccc(OC(F)(F)Cl)cc1 (configuration not stated)
 : 0.28	4	-38	103	94	2	0	1	38	1.1
> CCSc1ncnc2c1oc1ccccc12
 : x	-10	1	99	109	12	-1	1	-1	1.3
> COc1cc(/C=C\C(=O)Nc2cc(=O)n(C)c(=O)n2C)cc(OC)c1OC
 : 1.6	3	10	99	97	12	2	1	-10	0.83
> O=C1/C(=C/c2ccc(F)cc2)SC(=S)N1Nc1ncc(C(F)(F)F)cc1Cl
 : -0.9	-2	7	109	102	-13	0	1	-7	1.1
> O=C(C1CCC(=O)N1Cc1cccs1)N1CCOCC1 (configuration not stated)
 : 0.078	1	10	106	99	3	-6	1.1	-10	1.1
> CC(C)c1ccc2[nH]c(O)c(N=NC(=S)NCCc3ccccc3)c2c1
 : x	-1	8	107	100	-14	-4	1	-8	0.95
> Cc1nc(SC(C(=O)c2ccccc2)c2ccccc2)n[nH]1 (configuration not stated)
 : x	9	-2	92	92	14	-6	1.1	2	0.96
> COc1ccccc1NC(=O)c1cccnc1
 : -0.45	-4	12	103	105	-3	-3	1	-13	0.97
> COc1ccc(C(=O)n2nc(-c3ccco3)nc2N)cc1
 : x	4	-2	98	95	5	2	1	2	0.92
> CCOC(=O)c1c(N2C(=O)C3C4C=CC(C4)C3C2=O)sc2c1CCC(C)C2 (configuration not stated)
 : x	7	-10	103	93	-5	-7	1.1	10	0.75
> COc1ccccc1NS(=O)(=O)c1ccc(O)c(C(=O)OCC(=O)c2ccc(Cl)cc2Cl)c1
 : 0.18	3	0	104	97	-5	0	1	1	1.1
> CCCCNC(=O)Nc1cc(C(=O)OC)ccc1Cl
 : -0.84	5	-7	85	101	19	-2	1	7	0.98
> Cc1n[nH]c(=S)n1/N=C/c1ccc(OCc2ccc(Cl)cc2Cl)cc1
 : 1.5	-21	-19	104	118	-2	-9	1.1	19	1.1
> CCCN1C(=O)SC(CC(=O)Nc2ccccc2C)C1=O (configuration not stated)
 : 0.55	-6	6	102	105	1	-4	1	-6	1.2
> Cc1ccc(S(=O)(=O)N2CCCCC2)cc1C(=O)Nc1ccc2cn[nH]c2c1
 : x	15	-2	151*	87	-49	-1	1	2	0.87
> CCc1nn(C(C)C(=O)NC(C)CCc2ccco2)c(=O)c2cc3occc3n12 (configuration not stated)
 : x	0	-2	96	98	10	4	1	2	1.1
> CCOC(=O)c1ccc(N2CSC3=C(C#N)C(c4ccc(OC)cc4OC)CC(=O)N3C2)cc1 (configuration not stated)
 : x	0	0	98	100	11	-5	1	0	1
> COc1cccc(CC(=O)Nc2nc(C)cs2)c1
 : 0.32	8	-20	103	92	4	1	1	20	1.4
> N#Cc1cn(-c2ccccc2)nc1-c1ccc2c(c1)OCCO2
 : x	-50	-118	114	146*	-16	2	1	118	2.2
> O=C(NCCc1ccc2c(c1)OCCO2)c1cc(F)cc(F)c1
 : x	13	-19	91	88	15	2	1	19	1.2
> CCOC(=O)Nc1sc(C)c(C)c1C(=O)OCC
 : -0.047	-2	6	103	102	1	-4	1	-6	1.3
> CCOC(=O)C1[C@H]2C(=O)N(CCCOC)C[C@]23C=C[C@H]1O3 (some centres not stated)
 : 0.23	6	-14	93	95	9	-6	1.1	15	1
> CC(=O)Nc1ccc(C(=O)Nc2ccc(S(=O)(=O)N3CCCC3)cc2)cc1
 : -0.2	1	-17	95	98	11	-3	1	17	1
> O=C(/C=C\c1ccco1)Nc1nc(-c2ccc3ccccc3c2)cs1
 : x	1	8	93	99	3	1	1	-8	0.79
> COCCNc1nnc(SC(C)C(=O)Nc2ccc(-c3nc4ccc(C)cc4s3)cc2)s1 (configuration not stated)
 : x	-66	14	82	160*	20	32	0.7	-14	4.5*
> CCC(=O)NNc1ncnc2c1cnn2C
 : 0.26	-7	-3	101	106	7	0	1	3	1
> Cn1cccc1C(=O)OCC(=O)N1CC(=O)Nc2ccccc21
 : -0.27	-6	8	99	104	2	-3	1	-8	1.1
> O=C(COc1cccnc1[N+](=O)[O-])NCc1ccco1
 : -0.29	-10	-6	101	108	4	-5	1	6	1
> COc1ccc(-c2nc(-c3ccccc3)[nH]c(=O)c2C#N)cc1
 : 2.4	-4	-5	104	104	3	-2	1	5	1
> O=C1N=C(N2CCOCC2)S/C1=C\c1ccc(OS(=O)(=O)c2ccccc2)cc1
 : -2.5	0	-13	97	99	4	-3	1	13	0.93
> COc1ccc(C(=O)Nc2ccc(OCC(F)(F)C(F)F)c(C(F)(F)F)c2)cc1OC
 : 0.082	-8	5	96	107	12	-11	1.1	-5	1.1
> CC(=O)NC1C(OCc2ccccc2)OC(COC(C)=O)C(OC(C)=O)C1OC(C)=O (configuration not stated)
 : 0.89	-2	18	102	102	-2	-4	1	-18	1.1
> COCc1[nH]nc2c1C(c1ccnc3ccccc13)C(C#N)=C(N)O2 (configuration not stated)
 : 0.51	3	-4	105	97	-3	0	1	4	1.6
> CCc1cc(C(=O)Nc2cc(S(=O)(=O)N(C)C)ccc2C)sc1C
 : -0.94	9	-17	105	92	-6	-8	1.1	17	1.2
> Nc1c(S(=O)(=O)c2ccccc2)c2nc3ccccc3nc2n1Cc1ccco1
 : 0.015	3	3	97	98	9	-6	1.1	-3	0.8
> COc1ccccc1C(=O)NCCNC(=O)c1ccco1
 : -0.35	-1	-16	101	101	2	-6	1.1	16	1.2
> O=C(O)CSc1ccc2ccccc2n1
 : x	1	-6	97	99	7	3	1	6	1.1
> Cc1cc(C(=O)N/N=C2\CCCC(C)C2)n[nH]1 (configuration not stated)
 : 0.48	-7	-29	108	106	-3	1	1	29	1.2
> COc1ccc(-c2coc3cc(O)ccc3c2=O)cc1OC
 : 0.06	-27	-23	115	124	-16	22	0.8	23	1.5
> Cc1ccccc1OCCNC(=O)/C=C/c1ccccc1
 : 0.29	-2	-4	100	102	0	-5	1.1	4	1.3
> COc1cccc(C2=NN(C(=O)c3ccc(C)o3)C(O)(C(F)(F)F)C2)c1 (configuration not stated)
 : -0.26	2	3	117	97	-11	-1	1	-3	0.99
> C=CCn1c(SCC(=O)Nc2ncc(Cc3cc(C(F)(F)F)ccc3Cl)s2)nnc1-c1ccncc1
 : 0.13	-5	10	101	104	0	-6	1.1	-10	0.88
> O=C(CS(=O)CC(=O)Nc1cccc2c1CCCC2)Nc1ccc(F)cc1 (configuration not stated)
 : 0.15	3	-8	106	97	-3	-7	1.1	8	0.91
> CCN(CC)CC(=O)Nc1ccc(Oc2ccc(NC(=O)CN(CC)CC)cc2)cc1
 : 1.2	-6	-4	92	102	14	-4	1	4	1.1
> O=C(COC(=O)c1cc(-c2ccccc2)nc2ccccc12)NCC1CCCO1 (configuration not stated)
 : -0.32	1	12	90	99	13	-2	1	-12	0.81
> CC1CCc2c(nc3ncnn3c2N2CCN(c3ccccc3)CC2)C1 (configuration not stated)
 : x	3	6	84	98	28	-4	1	-6	1.1
> Cc1ccc(C(=O)NC(=S)Nc2ccc3c(c2)OCCO3)c(C)c1
 : x	-9	-38	105	108	4	8	0.9	38	2
> Cc1nc2cc(NC(=O)Nc3cccc4ccccc34)ccc2n1C
 : 0.0013	-51	-110	87	145*	20	56*	0.4	110	2.3
> CC(=O)Nc1ccc(S(=O)(=O)NCc2ccc3c(c2)cc(C)n3C)cc1
 : x	1	x	91	99	19	-5	1.1	x	1.1

Other entries follow:
Under each structure – ROMK primary	STAT1 inh	APP transl inh	STAT3 activator	STAT1 activator	STAT3 blocker	FLuc inh counter	FLuc stim CS	APP 5'UTR act	NF-kB expr up
> COc1ccccc1-c1nc(-c2ccccc2)[nH]c(=O)c1C#N
 : x	-5	26	99	103	5	-4	1	-26	1.2
> CN(C)S(=O)(=O)c1cccc(NC(=O)COC(=O)CCC(=O)c2ccc(F)cc2)c1
 : x	-2	-7	108	101	-11	-1	1	7	1.1
> COC(=O)c1nn(-c2ccc(OC)cc2)c(=O)c2c(N)sc(C)c12
 : 0.034	4	-9	84	97	19	-1	1	9	1.2
> Cc1cc(C(=O)N/N=C/c2cc(N=Nc3ccccc3)ccc2O)n[nH]1
 : x	3	50*	79	97	26	13	0.9	-50	0.98
> CC1=CC(C)(C)Nc2ccc(OC(=O)C(C)N3C(=O)c4ccccc4C3=O)cc21 (configuration not stated)
 : x	16	17	82	85	24	-11	1.1	-17	1.2
> Cc1ccccc1CN1CCN(CC2CC3C=CC2C3)CC1 (configuration not stated)
 : -1.6	8	-10	105	92	-6	-2	1	10	1
> O=c1[nH]c(Cc2ccccc2)nc2c1oc1ccccc12
 : x	2	0	104	98	-1	-3	1	0	0.93
> COc1cc(NC(=O)c2cccs2)c(OC)cc1NC(=O)CCC(=O)Nc1cccc2ncccc12
 : 0.61	-2	-2	91	100	13	-7	1.1	2	0.93
> Cc1cc(C(=O)OCC(=O)NCc2ccccc2Cl)c(C)o1
 : 0.59	-3	-1	97	102	8	4	1	1	1.5
> Cc1ccccc1NC(=S)NC(=O)c1cncc(Br)c1
 : -0.1	0	-7	97	100	6	-3	1	7	1.4
> O=C(CN1CCCCC1)Nc1cccc(Cl)c1
 : 1.4	8	-20	94	91	12	-7	1.1	20	1.1
> O=C(CCSCCc1ccccn1)Nc1c(F)c(F)c(F)c(F)c1F
 : -0.55	8	19	98	92	-1	-6	1.1	-19	1
> O=C(c1ccc(C(F)(F)F)cc1)C1CCCN(Cc2cccn2-c2ncccn2)C1 (configuration not stated)
 : -1.1	8	13	107	91	-6	-4	1	-13	0.8
> CC(C)c1ccc2oc(=O)cc(CN3CCN(c4ccc(F)cc4)CC3)c2c1
 : x	8	-6	95	93	12	-3	1	6	0.97
> CCOc1ccc(C(CC(=O)O)NC(=O)COc2ccccc2)cc1OC (configuration not stated)
 : 0.18	-5	1	102	105	3	-10	1.1	-1	1.1
> COc1ccc(CN2CCn3nc(C(=O)NC4CC4)cc3C2=O)cc1
 : 1.4	0	8	102	100	7	0	1	-8	1.1
> CCOc1ccc(N/C(SC)=C(/C#N)C(N)=O)cc1
 : -0.95	-1	0	88	101	18	5	0.9	0	1.5
> O=C(O)CC1=C(O)C(=O)N(c2ccccc2)C1c1ccc(Br)cc1 (configuration not stated)
 : x	5	0	98	95	7	-2	1	0	1.2

Record cards, from the list above:
Profile of `COc1ccccc1-c1nc(-c2ccccc2)[nH]c(=O)c1C#N` : ROMK primary = x; STAT1 inh = -5; APP transl inh = 26; STAT3 activator = 99; STAT1 activator = 103; STAT3 blocker = 5; FLuc inh counter = -4; FLuc stim CS = 1; APP 5'UTR act = -26; NF-kB expr up = 1.2
Profile of `Cc1ccccc1CN1CCN(CC2CC3C=CC2C3)CC1` (configuration not stated) : ROMK primary = -1.6; STAT1 inh = 8; APP transl inh = -10; STAT3 activator = 105; STAT1 activator = 92; STAT3 blocker = -6; FLuc inh counter = -2; FLuc stim CS = 1; APP 5'UTR act = 10; NF-kB expr up = 1
